POLB inh: inhibitors of human DNA polymerase beta; P06746; Pol beta primer extension/strand displacement, fluorescence kinetic; Potency, µM (doses to about 114 µM), inactives show at the top dose activity change, negative = inhibition, most hits filed as inhibitors; 340,000 compounds, 1.3% hits; note: potency is the fitted concentration of half-maximal effect; % is set by controls: 0 for no effect and ±100 for the full control effect
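Preincubation: enzyme (10 nM) with compound, 15 min, RT. Reaction: substrate added to 50 nM final. Reads: 0 and 10 min. Analysis: normalized, Hill fit.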
APEX1 inh: blocks human APE1 abasic DNA cleavage; 350,000 compounds, 0.35% hits; Potency, µM (highest dose often 65.8 µM), inactives show at the highest dose activity change, negative = inhibition, actives largely listed as inhibitors; AID 2517; recombinant APE1, TAMRA/BHQ-2 abasic DNA cleavage fluorescence; P27695;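 note: potency is the fitted concentration of half-maximal effect; plate controls were vehicle for no effect and reference inhibitor for full effect; nearly all actives have a fitted effect of over 55% in size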
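Enzyme (0.75 nM final) and test compound are incubated 15 min at room temperature before adding 50 nM quenched THF abasic-site duplex. Cleavage dequenches TAMRA, followed at 525/598 nm over three reads one minute apart.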
RXFP1 antag: RXFP1 (human) relaxin receptor antagonism; activity change, negative = inhibition, % at 57.5 µM; 350,000 compounds, 0.59% hits; AID 1259400; HEK293-RXFP1, relaxin-stimulated cAMP HTRF, 30 min; active compounds read low; Q9HBX9;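 active = activity change of -60% or lower, but not beyond a set lower limit; inconclusive = change between -60% and -40%, or beyond the set limit; inactive = change above -40%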; note: % is set by controls: 0 for no effect and ±100 for the full control effect
Target sequence (Q9HBX9 whole entry, looked up): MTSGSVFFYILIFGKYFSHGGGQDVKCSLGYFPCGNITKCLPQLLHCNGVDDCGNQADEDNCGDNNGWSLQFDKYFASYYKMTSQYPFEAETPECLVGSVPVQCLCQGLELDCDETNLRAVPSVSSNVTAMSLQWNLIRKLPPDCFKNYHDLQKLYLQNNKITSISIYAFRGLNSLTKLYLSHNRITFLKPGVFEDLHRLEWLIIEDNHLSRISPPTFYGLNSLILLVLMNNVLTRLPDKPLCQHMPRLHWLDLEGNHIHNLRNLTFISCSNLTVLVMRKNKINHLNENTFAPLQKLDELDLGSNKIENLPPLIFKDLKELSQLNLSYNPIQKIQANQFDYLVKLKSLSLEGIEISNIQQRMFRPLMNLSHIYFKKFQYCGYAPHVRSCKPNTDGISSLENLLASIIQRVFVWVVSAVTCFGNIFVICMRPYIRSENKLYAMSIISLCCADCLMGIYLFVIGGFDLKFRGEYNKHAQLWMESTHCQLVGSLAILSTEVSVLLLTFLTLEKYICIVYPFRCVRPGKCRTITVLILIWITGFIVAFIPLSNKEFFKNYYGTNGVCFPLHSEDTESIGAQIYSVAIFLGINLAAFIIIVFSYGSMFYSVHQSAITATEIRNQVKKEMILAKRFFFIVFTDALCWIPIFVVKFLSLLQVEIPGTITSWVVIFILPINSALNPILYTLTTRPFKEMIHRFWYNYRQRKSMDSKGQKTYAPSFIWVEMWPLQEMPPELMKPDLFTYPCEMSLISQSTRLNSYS
Tb PGK inh: T. brucei PGK inhibition; P07378; AID 602233; 380,000 compounds, 0.043% hits; PGK/GAPDH coupled, Kinase-Glo luminescence, 60 min; Potency, µM (series often up to 57.5 µM), for the others: top-dose activity change, negative = inhibition, actives largely listed as inhibitors; note: potency is the fitted concentration of half-maximal effect; % is set by controls: 0 for no effect and ±100 for the full control effect; nearly all actives have a fitted effect of over 60% in size
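Recombinant glycosomal PGK reaction used 1,3-bisphosphoglycerate generated in-well by GAPDH (100nM final) in 100mM TEA pH 7.6, 5mM MgCl2, 0.01% Tween-20. After 60 minutes at room temperature, ATP was read by Kinase-Glo Plus luminescence end-point.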
POLI inh: inhibitors of human DNA polymerase iota; Pol iota fluorescent replication assay, 10 min; Q9UNA4; 390,000 compounds, 1% hits; Potency, µM (doses to about 115 µM), for inactives: at the top dose activity, negative = inhibition, most hits filed as inhibitors; note: potency is the fitted concentration of half-maximal effect
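Pol iota at 10 nM preincubated 15 min with compounds at room temperature; reaction started with fluorescent substrate, 50 nM final. Fluorescence read kinetically at 0 and 10 min; buffer-only wells as negative control.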
POLK inh: blocks human DNA polymerase kappa activity; Q9UBT6; purified Pol kappa, fluorescent DNA synthesis assay, 10 min; Potency, µM (highest dose often 107 µM), inactives show at the top dose activity, negative = inhibition, usual class: inhibitors; 400,000 compounds, 0.53% hits; AID 588579; note: potency is the fitted concentration of half-maximal effect; % is set by controls: 0 for no effect and ±100 for the full control effect
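Activity was followed as the change in fluorescence between reads at 0 and 10 min after starting the reaction with 50 nM substrate. Beforehand, 10 nM polymerase had been preincubated with compound for 15 min at room temperature.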
Anesthetic bind: binds horse apoferritin like a general anesthetic; 350,000 compounds, 0.074% hits; AID 485281; Potency, µM (titrated, usually from 77.5 µM), without a hit: at the top dose activity change, negative = displacement, actives largely listed as inhibitors; apoferritin/1-aminoanthracene competitive binding, fluorescence; P02791; note: potency is the fitted concentration of half-maximal effect; % is set by controls: 0 for no effect and ±100 for the full control effect; nearly all actives have a fitted effect of over 20% in size
Target sequence (P02791 2-175 limits assumed): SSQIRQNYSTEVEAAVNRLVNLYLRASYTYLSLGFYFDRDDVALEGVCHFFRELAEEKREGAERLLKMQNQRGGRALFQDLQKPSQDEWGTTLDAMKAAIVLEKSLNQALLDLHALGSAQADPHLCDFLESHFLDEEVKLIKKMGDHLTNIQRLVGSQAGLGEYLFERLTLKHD
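Horse-spleen apoferritin (10 uM) was mixed with 50% saturated 1-aminoanthracene in PBS, exposed to compounds for 10 min at room temperature, and read for fluorescence (ex 380 nm, em 535 nm). Competitive displacement was fitted with a four-parameter Hill equation.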
BLM helicase inh: Bloom syndrome helicase (human) inhibition; Potency, µM (highest dose often 56.1 µM), for inactives: at the top dose activity change, negative = inhibition, hits mostly inhibitors; recombinant BLM DNA unwinding, fluorescence dequenching; 350,000 compounds, 0.2% hits; P54132;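 note: potency is the fitted concentration of half-maximal effect; plate controls were vehicle for no effect and no enzyme for full effect; nearly all actives have a fitted effect of over 35% in size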
Pol eta inh: blocks human DNA polymerase eta activity; recombinant Pol eta, fluorescent DNA replication assay; Potency, µM (series often up to 114 µM), for inactives: top-dose activity change, negative = inhibition, hits mostly inhibitors; 390,000 compounds, 1.2% hits; AID 588591; note: potency is the fitted concentration of half-maximal effect; % is set by controls: 0 for no effect and ±100 for the full control effect
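Pol eta (10 nM) was preincubated with compounds for 15 min at room temperature, after which fluorescent replication substrate (50 nM final) was added to start the reaction. Fluorescence was read kinetically at 0 and 10 min.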
The depositor's hits bear a star; i = inactive; ? = inconclusive; . = not tested or not shown; [ ] = remark or other dose. Unless noted, calls come from the whole dose curve; as a rule, active = well fitted curve in the direction sought with a large enough effect; inconclusive = small, poorly fitted or top-dose-only effect, or another doubt; inactive = no such curve, though single readings can be large; an effect the other way counts as inactive or inconclusive.

SMILES	POLB inh	APEX1 inh	RXFP1 antag	Tb PGK inh	POLI inh	POLK inh	Anesthetic bind	BLM helicase inh	Pol eta inh
CCOC(=O)c1ccccc1N1C(=O)C2Sc3[nH]c(=O)sc3C(/C=C/c3ccccc3)C2C1=O (stereo not drawn)	-11.6%	4.7%	-8.2	-2.2%	-14.1%	-23.7%	?	-27.0%	?
O=C(c1ccc2c(c1)OCCO2)N(Cc1cccnc1)c1nc2c(F)cc(F)cc2s1	-6.3%	.	-8.8	-4.3%	-15.3%	-5.7%[60.1 µM]	-2.3%	-9.6%	5.8%
CCc1ccccc1NC(=O)C1CCCN(c2ncnc3onc(-c4ccc(F)cc4)c23)C1 (stereo not drawn)	6.1%	7.2%	-6.6	-2.3%	9.0%	-11.5%	-3.6%	-1.7%	-22.2%
Cc1c(Cl)cnc(NC(=O)COC(=O)CNC(=O)c2ccccc2)c1Cl	.	41.1%	5.8	-2.6%	-15.8%	-31.0%	.	.	50.1µM*
CCCCN(C)CCNC(=O)Cn1ncc2c3ccccc3n(CCC)c2c1=O	5.1%	.	-7.6	-3.0%	-7.0%	-12.0%	-5.5%	3.7%	1.2%
COc1ccc(CNC(=O)CN2C(=O)CCCc3ccccc32)cc1	24.3%	.	3.9	-2.6%	-16.3%	-1.9%	0.4%	0.4%	16.6%
S=C(Nc1ccc(Oc2ccccc2)cc1)NC1CCCCC1	-13.2%	16.4%	-22.0	15.7%	-5.1%	-12.4%	0.8%	-9.7%	-5.5%
Cc1cc(Nc2ccc(F)c(F)c2)nc(-c2ccccc2O)n1	28.6%	-4.3%	9.5	-1.5%	10.9%	-4.6%	-3.1%	-2.8%	5.2%
Cc1nn(-c2ccccc2)c(C)c1NC(=O)c1cccs1	10.1%	20.8%	-7.9	-2.1%	-0.4%	-3.2%	-8.0%	-4.2%	-4.3%
Cc1ccc(NC(=O)C2=COCCO2)cc1S(=O)(=O)N1CCOCC1	.	-6.6%	2.7	-12.0%	21.8%	2.4%	.	.	1.1%
FC(F)(F)c1nnc2n1N=C(c1ccccc1)CS2	47.6%	41.0%	0.3	-4.3%	8.1%	-11.5%	-4.6%	-3.8%	-16.9%
CCOc1ccccc1NC(=O)COc1cccnc1[N+](=O)[O-]	.	-11.8%	5.4	9.0%	42.8%[activator]	-10.1%	.	.	-10.4%
Cc1ccc(S(=O)(=O)N(C)c2ccc(OCC(=O)Nc3cc(C(=O)O)ccc3Cl)cc2)cc1	.	.	-3.1	-9.6%	?	-11.4%	.	.	-10.2%
Cc1ccc2nc(N(Cc3cccnc3)C(=O)C3COc4ccccc4O3)sc2c1 (stereo not drawn)	-1.9%	.	4.2	-7.0%	30.4%[activator]	-5.1%[60.1 µM]	-2.3%	-3.3%	-19.8%
CC1=C(C(=O)N2CCOCC2)C(c2ccc(Cl)cc2)NC(=S)N1 (stereo not drawn)	-4.7%[57.1 µM]	2.7%	5.4	.	12.8%	0.7%	14.9%	2.4%	-20.9%
CCCN1CCN(c2ncc3c(n2)CCN(Cc2ccc(OC)c(OC)c2OC)C3)CC1	-1.1%	.	-16.7	-2.3%	-2.7%	-0.5%[60.1 µM]	-7.0%	1.3%	-17.5%
COc1ccccc1NS(=O)(=O)c1cn(C)c(C)n1	7.7%	.	.	-4.2%	-20.4%	-3.4%[60.1 µM]	56.5%[activator]	1.8%	-16.7%
CCCCC1=CC2=C(c3ccco3)C(=O)C(C)(OC(=O)c3ccc(OC)cc3)C(=O)C2=CN1c1ccccc1 (stereo not drawn)	-11.1%	-4.9%[12.4 µM]	.	0.9%	?	-20.0%	-8.2%	-4.3%[12.4 µM]	-4.1%
COCCCn1c(C)nnc1SCC(=O)NCc1ccco1	10.6%	-3.0%	12.1	.	9.8%	-4.4%	1.3%	-5.1%	-10.0%
CCN(CC)c1ccc(NC(=O)CN2C(=O)NC3(CCc4ccccc43)C2=O)cc1 (stereo not drawn)	.	-9.8%	-1.0	-12.5%	25.3%	-9.5%	.	.	-20.6%
Cc1ccc(NC(=O)NC2CCCCC2)cc1S(=O)(=O)N1CCOCC1	1.4%	1.3%	-21.3	4.0%	312.4%[activator]	-7.9%	-4.0%	-0.6%	0.2%
COc1ccc(C(=O)NCCCOC(C)C)cc1OC1CCN(C(C)=O)CC1	15.8%	12.4%	0.8	3.6%	148.4%[activator]	-2.2%	-6.5%	0.9%	-4.3%
Cc1cccc(C(=O)Nc2c3c(nn2-c2ccc(Cl)cc2)CS(=O)(=O)C3)c1	-1.2%	.	-11.3	1.0%	-8.2%	-7.8%[60.1 µM]	4.5%	-7.4%	-10.8%
COc1ccc(NC(=O)CC2C(=O)N(c3ccc(OC)cc3)C(=O)N2C2CCCCC2)cc1 (stereo not drawn)	32.9%	.	.	-8.1%	38.8%[activator]	-2.4%	-13.0%	-5.1%	-7.7%
O=C(COC(=O)c1cccnc1Cl)Nc1cc(S(=O)(=O)N2CCOCC2)ccc1Cl	.	29.7%	1.5	i	36.1%[activator]	-19.0%	.	.	-4.6%
O=C(Nc1ccccn1)C1CCCN1S(=O)(=O)c1ccc(Cl)cc1 (stereo not drawn)	20.9%	1.5%	1.8	-6.2%	12.8%	-11.0%	-3.5%	-2.6%	-9.1%
O=C(Nc1ncccc1O)c1cccc(S(=O)(=O)NCc2ccccc2)c1	.	6.4%	-11.1	-1.3%	25.4%	-1.1%	.	.	-26.3%
CN(C(=O)CSc1nc2ccc(NC(=O)c3cccc(F)c3)cc2s1)c1ccccc1	12.3%	.	.	i	22.6%	-7.0%	0.6%	-6.9%	-13.4%
COc1ccccc1CNC(=O)CSc1nc(-c2ccccc2)cn1N	8.3%	-3.0%	-12.5	1.5%	1.4%	-10.4%	-11.4%	-10.2%	-1.3%
COc1ccccc1-c1noc(-c2cc(OC)c(OC)c(OC)c2)n1	1.6%	27.9%	-9.8	-5.0%	3.4%	-3.6%	2.0%	6.5%	-2.0%
CC(=O)Nc1ccc(-c2ccc(NC(C)=O)cc2)cc1	27.7%	1.5%	-9.3	0.2%	79.2%[activator]	-16.4%	-2.1%	-1.3%	-1.2%
O=C(/C=C/c1ccc[nH]1)c1ccccc1	42.6%	15.4%	-8.8	i	96.0%[activator]	-16.1%	-4.3%	-8.5%	-4.0%
COc1cccc(C(=S)N2CCOCC2)c1OS(=O)(=O)c1ccc(Cl)cc1	14.6%	-6.8%	-19.4	-8.6%	-7.6%	2.0%	-10.2%	-8.3%	-12.1%
CC(C)C(=O)NC(c1ccc([N+](=O)[O-])cc1)c1c(O)ccc2ccccc12 (stereo not drawn)	17.5%	-9.4%	?	11.5%	-5.3%	-9.1%	?	-5.6%	-18.7%
Cc1ncc([N+](=O)[O-])n1CC(=O)NC1CCCCCC1	10.9%	-8.4%	-3.3	2.4%	92.7%[activator]	-20.6%	-3.0%	0.0%	8.8%
Cc1ccccc1CSCC(=O)Nc1ccccc1-c1ccccc1	-25.2%	-2.5%	-4.2	-4.2%	6.8%	-0.9%	0.9%	-8.3%	-24.6%
S=C(c1ccc(Br)cc1)N1CCCC1	6.2%	16.2%	-0.3	-7.0%	135.4%[activator]	-6.1%	-11.4%	-3.0%	-17.5%
Cn1c(-c2ccc(F)c(F)c2)cc2onc(-c3ccccc3)c2c1=O	.	39.4%	.	i	7.5%	-2.9%	.	.	7.5%
O=C(c1nnsc1S(=O)(=O)c1ccc(Cl)cc1)N1CCOCC1	-0.8%	7.8%	20.6	-0.5%	102.6%[activator]	4.6%	-7.6%	-0.3%	5.2%
CCOCCCNC(=O)c1ccc2c(=O)n(Cc3ccc4c(c3)OCO4)c(=S)[nH]c2c1	-5.8%	-7.9%	-7.2	3.0%	116.1%[activator]	3.4%	-6.7%	0.2%	-19.1%
CC1=C(C#N)C(=O)NC(=O)/C1=C\c1ccc(-c2ccc(C)cc2[N+](=O)[O-])o1	31.6µM*	?	-28.6	-1.0%	?	-12.7%	-23.3%	-19.4%	50.1µM*
COc1ccc(Cl)cc1S(=O)(=O)N(C)CC(=O)N1CCOCC1	0.7%	67.4%	10.9	-3.9%	-14.6%	-7.4%	3.1%	-5.0%	-2.2%
CCn1c(-c2cc(Br)cc(OC)c2O)nc2cc(S(=O)(=O)N(C)C)ccc21	0.5%	17.4%	0.6	-1.5%	29.8%	-8.1%	-15.9%	-7.4%	-20.8%
Cc1ccc(N=Nc2c(N)nn3c(N)c(C#N)c(C)nc23)cc1	22.4µM*	0.3%	0.9	i	?	79.4µM*	-16.4%	-27.4%	?
CC(=O)c1cccc(NC(=O)NCc2ccco2)c1	-6.1%	7.7%	-6.3	-10.1%	4.0%	-3.6%	-0.4%	-1.6%	1.7%
CN1CCN(CC(=O)Nc2nc(-c3c[nH]c4ccccc34)cs2)CC1	-0.7%	4.6%	-22.7	-9.2%	154.2%[activator]	-25.8%	-19.4%	-3.7%	?
Cc1sc2nc(SCC(=O)Nc3ccccc3F)[nH]c(=O)c2c1C	7.1%	38.9%	-17.8	-3.2%	16.2%	-4.5%	4.0%	-4.9%	5.0%
Cn1ncc([N+](=O)[O-])c1C(=O)Nc1cccc(Cl)c1	-0.8%	0.8%	0.4	i	26.8%	-10.4%	-17.9%	-0.6%	-21.5%

Molecules shown so far containing a thiophene ring, fused or not:
SMILES	POLB inh	APEX1 inh	RXFP1 antag	Tb PGK inh	POLI inh	POLK inh	Anesthetic bind	BLM helicase inh	Pol eta inh
Cc1nn(-c2ccccc2)c(C)c1NC(=O)c1cccs1	10.1%	20.8%	-7.9	-2.1%	-0.4%	-3.2%	-8.0%	-4.2%	-4.3%
Cc1sc2nc(SCC(=O)Nc3ccccc3F)[nH]c(=O)c2c1C	7.1%	38.9%	-17.8	-3.2%	16.2%	-4.5%	4.0%	-4.9%	5.0%

Screening results from PubChem BioAssay.

A portion of the library; rates above refer to the full screens.
